Assay outcomes deposited in PubChem BioAssay by Sanford-Burnham Center for Chemical Genomics.
Gli-Sufu block: Gli-Sufu pathway antagonists, primary screen, luciferase luminescence, Sufu-KO-LIGHT cells, uHTS. Sufu-KO-LIGHT fibroblasts, Gli luciferase reporter luminescence. 340,000 compounds, 0.74% hits. inhibition, % at 5 µM;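 active means inhibition above about 55%, limit read from the data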;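 further: 0% = DMSO-treated cells and 100% = wells with medium but no cells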
Mdm2-MdmX inh: inhibitors of human Mdm2-MdmX association, primary screen, cell-based, luminescence, split luciferase, SaOS-2, uHTS; Protein Mdm4 (Homo sapiens) + E3 ubiquitin-protein ligase Mdm2 (Homo sapiens), …; SaOS-2 split-luciferase Mdm2/MdmX complementation; inhibition, % at 8 µM; 330,000 compounds, 3% hits;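 active means inhibition of at least 50% at 8 µM in the primary screen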
EBI2 antag: EBI2 receptor antagonists, beta-arrestin recruitment, primary screen, cell-based, luminescence, 7a,25-OHC stimulation, uHTS; 7a,25-OHC stimulated; inhibition, % at 5 µM; 360,000 compounds, 0.81% hits; AID 651636, 2012; in the data active means inhibition above about 38%;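 further: enzyme fragment complementation signal reports receptor beta-arrestin coupling in cells; 0% = agonist plus DMSO wells and 100% = wells without agonist; some results beyond the cut were filed as inactive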
Target sequence (P32249 whole entry, looked up, the tested form may be a part): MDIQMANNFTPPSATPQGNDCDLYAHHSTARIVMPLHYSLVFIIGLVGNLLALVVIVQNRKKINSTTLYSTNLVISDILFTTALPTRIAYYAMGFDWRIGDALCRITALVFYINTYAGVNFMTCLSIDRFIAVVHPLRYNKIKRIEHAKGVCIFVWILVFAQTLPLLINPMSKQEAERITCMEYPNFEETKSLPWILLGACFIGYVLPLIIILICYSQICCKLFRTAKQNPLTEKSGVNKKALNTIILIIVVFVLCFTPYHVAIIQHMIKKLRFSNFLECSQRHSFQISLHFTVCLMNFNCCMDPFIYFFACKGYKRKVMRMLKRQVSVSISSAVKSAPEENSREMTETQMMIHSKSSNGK
CHOP UPR activ: activators of apoptotic CHOP UPR arm, primary screen, cell-based, CHO-CHOP luciferase reporter, luminescence, uHTS; 330,000 compounds, 0.34% hits; UPR activation; percent of tunicamycin response over DMSO baseline; activation, % at 10 µM;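 active means at 10 µM dose, activation of 40% or more, normalized to positive control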;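 further: 100% = tunicamycin at 10 µg/mL and 0% = DMSO alone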
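Test system: CHO CHOP reporter cells. Input: 500 CHO-CHOP cells per well. Medium: F12 with 10% FBS. Technique: luciferase luminescence. Measure: percent activation relative to tunicamycin control. Dosing: 10 µM compound, 0.5% DMSO. Timing: 16-18 h cell attachment, then 6 h compound exposure, 37 °C.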
XBP1 UPR activ: activators of adaptive XBP1 UPR arm, primary screen, cell-based, CHO-XBP1 luciferase reporter, luminescence, uHTS | IRE1-XBP1 UPR activation; percent of tunicamycin response, DMSO as zero | 330,000 compounds, 0.33% hits | AID 463104, 2010 | activation, % at 20 µM;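 active means versus positive control, 20 µM dose yields 30% or more activation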;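 further: 100% = tunicamycin at 10 µg/mL and 0% = DMSO only wells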
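Test system: CHO-XBP1 luciferase reporter cells | Buffer or medium: Serum-containing F12 medium, 10% FBS | Schedule: 6 h compound exposure at 37 °C, 5% CO2 | Detection: Steady-Glo luciferase glow luminescence, 10 min after reagent addition | Read-out basis: Activation, % of tunicamycin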
CCR6 antag: CCR6 receptor antagonists, primary screen, cell-based, CHO-K1, luminescence, beta-arrestin, uHTS; inhibition, % at 20 µM; CHO-K1 CCR6 PathHunter beta-arrestin, CCL20-stimulated; 340,000 compounds, 0.49% hits; C-C chemokine receptor type 6 (Homo sapiens), P51684;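 active means compounds whose inhibition of the agonist-driven luminescence signal at 20 µM reaches about 50%, limit read from the data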;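 further: cells stimulated with CCL20 at 14 nM final; plate controls were DMSO with CCL20 for no effect and DMSO without agonist for full effect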
Target sequence (P51684 whole entry, looked up): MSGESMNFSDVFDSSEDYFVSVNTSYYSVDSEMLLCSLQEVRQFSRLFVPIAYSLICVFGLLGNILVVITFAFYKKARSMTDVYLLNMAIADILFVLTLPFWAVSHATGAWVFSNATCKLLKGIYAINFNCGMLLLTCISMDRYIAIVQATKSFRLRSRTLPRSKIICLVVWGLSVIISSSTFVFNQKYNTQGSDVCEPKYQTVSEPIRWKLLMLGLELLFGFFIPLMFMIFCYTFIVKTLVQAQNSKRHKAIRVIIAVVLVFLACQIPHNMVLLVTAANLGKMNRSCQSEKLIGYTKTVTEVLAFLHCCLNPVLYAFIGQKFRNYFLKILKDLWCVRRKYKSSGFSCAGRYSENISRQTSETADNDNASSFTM
697 NFkB inh: inhibitors of PMA/ionomycin-induced NF-kB reporter, 697 cells, primary screen, B-cell NF-kB inhibitor project, cell-based, luminescence, uHTS. inhibition, % at 4 µM. 697 B-cell NF-kB luciferase reporter, 16 h. 330,000 compounds, 0.33% hits; in the data active means inhibition above about 35%
Jurkat NFkB inh: inhibitors of induced NF-kB luciferase reporter, primary screen, TCR NF-kB activation inhibitor project, cell-based, luminescence, uHTS; inhibition, % at 4 µM; Jurkat, PMA/ionomycin-induced NF-kB luciferase reporter; 330,000 compounds, 0.53% hits; in the data active means inhibition above about 50%
CXCR6 inh: CXCR6 receptor inhibitors, primary screen, cell-based, beta-arrestin, luminescence, CHO-K1 PathHunter, 1536-well | 360,000 compounds, 0.36% hits | AID 602244, 2012 | inhibition, % at 20 µM; in the data active means inhibition above about 34%, passing the limit was not always enough;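 further: antagonist mode with CXCL16 agonist at 10 nM final; 0% = 10 nM CXCL16 with DMSO and 100% = unstimulated wells without agonist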
Target sequence (O00574 whole entry, looked up): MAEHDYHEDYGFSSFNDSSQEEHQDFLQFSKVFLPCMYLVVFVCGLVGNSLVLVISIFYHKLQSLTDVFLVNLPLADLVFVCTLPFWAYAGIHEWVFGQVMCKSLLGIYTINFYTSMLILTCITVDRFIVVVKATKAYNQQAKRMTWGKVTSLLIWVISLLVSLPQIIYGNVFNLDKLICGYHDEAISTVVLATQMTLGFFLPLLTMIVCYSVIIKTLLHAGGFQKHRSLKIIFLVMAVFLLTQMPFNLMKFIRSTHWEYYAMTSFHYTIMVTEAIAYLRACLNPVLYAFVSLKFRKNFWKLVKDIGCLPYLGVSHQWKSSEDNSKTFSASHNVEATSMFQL
Starred values were filed as active, the others as inactive; . = no result given. Random draw from the library (roughly 5% active in at least one column).

SMILES	Gli-Sufu block	Mdm2-MdmX inh	EBI2 antag	CHOP UPR activ	XBP1 UPR activ	CCR6 antag	697 NFkB inh	Jurkat NFkB inh	CXCR6 inh
O=C(/C=C/c1ccco1)Nc1cccc(-c2nc3ccccc3[nH]2)c1	7	-20	1	0.1	2	10	-37	-38	-5
O=C(O)C1=C[C@@H](c2csc3ccccc23)C[C@@H](OCCCCO)O1	-11	15	-6	1.1	1	3	11	-4	0
COc1ccc(OC)c(S(=O)(=O)Nc2ccc(CC(=O)O)cc2)c1	4	9	-6	0.3	4	5	9	2	-4
CCCCCC(=O)N1CCN(CCN=CC2=C(O)CC(c3ccco3)CC2=O)CC1 (stereo unspecified)	2	-22	-5	0.5	1	8	21	17	9
CCn1c(SCC(=O)OC)nc2sc3c(c2c1=O)CCC3	4	1	-6	2.0	1	11	-3	6	-8
COc1ccc(NC(=O)C/C(C)=N/NC(=O)c2ccco2)c([N+](=O)[O-])c1	-8	6	0	0.5	-1	-14	14	1	-15
Cc1nc(Br)c(Br)c(C)c1Br	13	8	-1	1.2	-3	-6	7	-8	-1
Cc1cc(C(=O)OCC(=O)Nc2cccc(S(N)(=O)=O)c2)c2ccccc2n1	4	8	3	0.9	-3	20	9	9	-5
O=C(NN1CCOCC1)NC12CC3CC(CC(C3)C1)C2	5	26	11	-0.3	-1	6	7	15	3
Fc1cccc(Cl)c1/C=N/n1c(-c2cccnc2)n[nH]c1=S	4	7	1	-0.5	2	12	12	-11	7

Reprinted from the part before: 2 entries; new compounds follow.
SMILES	Gli-Sufu block	Mdm2-MdmX inh	EBI2 antag	CHOP UPR activ	XBP1 UPR activ	CCR6 antag	697 NFkB inh	Jurkat NFkB inh	CXCR6 inh
O=C(NN1CCOCC1)NC12CC3CC(CC(C3)C1)C2	5	26	11	-0.3	-1	6	7	15	3
Fc1cccc(Cl)c1/C=N/n1c(-c2cccnc2)n[nH]c1=S	4	7	1	-0.5	2	12	12	-11	7
CCOc1ccc(CCNC(=O)COC(=O)/C=C/c2ccccc2OC)cc1OCC	-10	18	5	1.3	2	14	18	23	4
CCOCCCNC(=O)c1ccc2c(c1)ncn2-c1ccc(CC)cc1	22	14	0	2.0	1	10	-1	-5	-11
CC1CC2(C)Oc3ccccc3CC2C(C)C1CNCCCN(C)C (stereo unspecified)	0	97*	-11	1.5	3	22	-1	46	-3
COc1ccc(N2C3=[N+](CCCC3)CC2(C)O)cc1 (stereo unspecified)	38	-17	-3	2.4	-1	-9	-2	12	-5
CC1CCCCN1C(=O)CCn1c(=S)oc2ccccc21 (stereo unspecified)	2	-15	-5	2.9	0	6	7	-7	-5
O=[N+]([O-])c1cc2c(c(CSc3ncccn3)c1)OCOC2	-20	17	0	0.0	7	9	-21	-7	18
Cc1ccc(C23CC4CC(CC(NC(=O)NCCN(C)C)(C4)C2)C3)cc1	11	50	-27	-0.1	1	13	-1	0	2
CC(=O)Oc1ccc(C(=O)Nc2ccccc2C(=O)Nc2cccc(C(=O)O)c2)cc1	-2	-11	-1	0.2	0	2	14	-1	7
O=C(c1ccccc1Oc1ccccc1)N1CCN(c2ccccc2F)CC1	6	15	9	-0.1	-1	9	-5	-1	14
Cc1c(Br)c([N+](=O)[O-])nn1CC(=O)N1CCCc2ccccc21	0	23	5	-0.2	0	-9	26	17	11
C/C(=N/NC(=O)c1ccncc1)c1c[nH]c2ccccc12	0	-8	-9	-0.2	3	8	-25	-7	-12
COc1cccc(CNC(=O)C2CCN(S(=O)(=O)c3ccc4c(c3)CC(C)N4C(=O)C3CC3)CC2)c1 (stereo unspecified)	-2	26	7	-2.2	-5	15	4	0	2
S=C(NCc1ccncc1)NC1CCCCC1	-23	1	-8	-1.6	-1	9	3	1	-4
CCCc1cnc(N2CCN(C(=S)NC)CC2)nc1	-28	-2	2	3.0	-1	-15	-72	-60	-1
CCCC(=O)NNC(=O)CC(=O)Nc1ccccc1C(=O)O	5	4	-2	-1.6	-2	6	-12	-7	-2
Cc1ccc(NC(=O)COC(=O)c2cc(Cl)ccc2Cl)c(Br)c1	-12	2	-10	-1.3	0	8	-22	-18	22
Cc1cccc(C)c1OCc1cc(C(=O)N2CCC(C3CCCCC3)C2)no1 (stereo unspecified)	-26	-40	0	7.2	2	1	-80	-67	4
O=C(CCc1nc2ccccc2c(=O)[nH]1)N1CCN(S(=O)(=O)c2ccc(F)cc2)CC1	1	21	-3	1.2	-1	7	4	-8	2
CCN(c1ccccc1)S(=O)(=O)c1cccc(C(=O)NCc2ccncc2)c1	9	12	9	1.4	-2	3	-1	4	-1
COc1ccc(CCNC(=O)/C=C/C(=O)O)cc1	-5	6	-17	0.1	-1	10	-5	-1	2

Random excerpt: 2 compounds from above
SMILES	Gli-Sufu block	Mdm2-MdmX inh	EBI2 antag	CHOP UPR activ	XBP1 UPR activ	CCR6 antag	697 NFkB inh	Jurkat NFkB inh	CXCR6 inh
C/C(=N/NC(=O)c1ccncc1)c1c[nH]c2ccccc12	0	-8	-9	-0.2	3	8	-25	-7	-12
COc1ccc(CCNC(=O)/C=C/C(=O)O)cc1	-5	6	-17	0.1	-1	10	-5	-1	2

Continuation.
SMILES	Gli-Sufu block	Mdm2-MdmX inh	EBI2 antag	CHOP UPR activ	XBP1 UPR activ	CCR6 antag	697 NFkB inh	Jurkat NFkB inh	CXCR6 inh
CCOC(=O)Cc1csc(NC(=O)CSc2nccn2C)n1	-7	17	-3	-0.3	-1	-3	-31	-5	9
CCOc1ccccc1C=NN=Cc1ccccc1O	4	.	5	.	.	3	.	.	4
Cc1cc(O)c(CN2CCN(S(=O)(=O)c3cccs3)CC2)cc1C(C)C	10	23	10	-1.9	-3	11	9	6	-13
OC(CNC1CCCC1)COc1ccc(F)cc1 (stereo unspecified)	7	8	0	-1.2	-3	-10	12	-6	-1
CCN(C(=O)COc1ccccc1)C1CCCCC1	33	5	9	0.1	0	14	16	4	-6
CC1(C(=O)Nc2cccc(C(F)(F)F)c2)CO1 (stereo unspecified)	.	-30	.	0.5	2	.	30	41	.
COc1ccc(NCc2nnc(SCC(=O)Nc3cc(C)cc(C)c3)o2)cc1	-1	11	2	-1.5	3	-16	12	-1	-9
C/C(=N\NC(=O)CCc1c(C)n[nH]c1C)c1ccc([N+](=O)[O-])cc1	-3	-18	10	-0.3	0	5	-34	-30	-2
C/C=C\C=C/C(=O)Nc1cccc(C2=NOC3(C2)C[C@H](C(N)=O)N(C(=O)Cc2ccc([N+](=O)[O-])cc2)C3)c1 (stereo partly specified)	-11	-26	3	0.9	3	-11	-1	-7	-13
S=c1nc[nH]c2c1[nH]c1ccc(Cl)cc12	2	-22	0	1.1	4	19	5	-3	-11
COc1ccc(C(=O)NC(=S)NCC2CCCO2)cc1 (stereo unspecified)	-21	-15	-3	4.1	2	-2	-10	-7	-1
O=C(COC(=O)c1ccc(Sc2ccccc2)c([N+](=O)[O-])c1)NC1CCCc2ccccc21 (stereo unspecified)	-3	9	7	1.9	-1	19	7	1	8
Cc1ccccc1C(=O)NCCn1cc(SCC(=O)NCC2CCCO2)c2ccccc21 (stereo unspecified)	-4	27	-6	0.5	-2	5	-8	9	-1
COC(=O)CSc1ccsc1C(=O)O	-6	-21	-3	0.0	1	6	-8	3	2
Cc1c(C(C)O)nnn1-c1nonc1N (stereo unspecified)	8	15	-2	-1.7	0	18	17	4	3
COc1ccc(C(=O)NCCCNC(=O)c2cccnc2)cc1Br	8	9	3	1.8	0	3	-45	1	4
CCCCC/C=C/C1=CC(=O)C[C@H](c2ccc3c(c2)OCO3)C1	-6	8	7	0.2	0	15	17	5	-3
Cc1c(C)c2ccc(Oc3ccc([N+](=O)[O-])cc3C(F)(F)F)c(C)c2oc1=O	-11	9	12	3.3	0	8	-22	-7	2
O=C(Nc1nc2ccsc2c(=O)s1)c1ccc(F)cc1	-100	-150	-6	3.2	-3	6	-83	-148	-4
O=C1N=C(N2CCCC2C(=O)O)S/C1=C\c1ccco1 (stereo unspecified)	0	6	-1	-0.4	-3	8	8	15	3
FC(F)(F)c1cccnc1Oc1ccc(C2=NCCS2)cc1	6	44	-5	4.0	1	-7	-15	-4	-11
COc1ccc(C2NC(=O)c3ccccc3N2)cc1OC (stereo unspecified)	-14	16	-6	3.2	7	-9	-15	-24	5
Cc1noc(C(=O)NCC2CCCO2)c1Cl (stereo unspecified)	1	22	-1	2.1	-5	3	9	-5	-2
CC(=O)Oc1ccc(-c2csc(Nc3ccc(Cl)cn3)n2)cc1	-37	18	-6	11	15	-20	-94	-56	-22
CCN(CC)CCCn1c2c(c(SCC(=O)Nc3ccc(OC(F)(F)F)cc3)nc1=O)CCC2	28	15	-3	-1.8	-1	12	-9	-1	7
Cc1nn(C)cc1/C=N/NC(=O)c1ccc2c(c1)OCO2	-1	-5	-1	-1.2	-1	-15	17	-4	-2
CC(=O)Nc1nonc1NC(=O)c1ccc(C(C)(C)C)cc1	6	11	-11	-0.1	-1	-15	21	-116	1
Cc1cc(C)cc(NS(=O)(=O)c2ccc3c(c2)C(C)(C)C(=O)N3C)c1	5	-3	1	0.1	-2	-9	18	12	-2
Cc1nonc1CC(=O)NC1CCCc2c1cnn2-c1ccc(F)cc1F (stereo unspecified)	16	17	4	-0.3	-8	1	-7	8	-2
Cn1c(-c2cc(Br)ccc2O)n[nH]c1=S	-15	21	-5	-0.9	-1	21	12	9	1
Cc1ccc(NC(=O)/C(=C\c2ccccc2)NC(=O)c2ccco2)cc1	0	21	3	0.6	-2	13	5	-12	9
COc1ccc(OC)c(S(=O)(=O)N2CCC(C(=O)Nc3cccc(C)c3C)CC2)c1	3	-33	-4	-0.2	-1	9	-6	-10	0
CC(C)N=c1scc(-c2ccco2)n1/N=C/c1ccc(O)c(O)c1	54	6	19	159*	20	7	-62	4	5
CCc1ccc(OCCCC(=O)Nc2nccs2)cc1	-3	5	-7	0.5	-2	7	-11	-7	-2
Cc1ccc(S(=O)(=O)N2CCN(C)CC2)cc1	2	-11	-10	0.4	2	14	-13	-13	-21
CCc1noc(C)c1C(=O)N(C)CC(=O)Nc1ccccc1Br	-4	14	-2	1.9	0	5	11	0	-2
Cc1cccc(NC(=S)N(CCN2CCOCC2)Cc2ccccc2F)c1	8	-3	10	-0.8	0	14	0	-4	1
O=C(CSc1nncn1-c1ccccc1)Nc1ccccc1F	42	3	-6	3.1	1	19	1	3	1
COc1ccc(-n2nc(C(=O)N3CCC(C#N)CC3)c3c4ccccc4n(C)c3c2=O)cc1	9	6	5	-1.2	5	4	-21	-7	1
CCc1ccc(-n2nc3ccc(NC(=O)c4ccc5c(c4)OCO5)cc3n2)cc1	-3	-12	6	0.5	5	19	-50	-2	6
CCc1c(O)nc(SCC(=O)Nc2ccccc2OC)[nH]c1=O	10	-15	-12	0.2	-1	-8	3	4	-4
